# E-selectin induc: E-selectin induction on HUVECs; 260,000 compounds, 0.37% hits; P16581; activation, % at 7.58 µM; HUVEC E-selectin immunofluorescence imaging; normalized: neutral wells 0, TNF-alpha wells 100; AID 686992;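 active = mean E-selectin-positive cell signal at least 10% of the positive control, reached in at least 60% of replicates, without over 20% cell loss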;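 also: in these data hits start at about 27%; measured in HUVEC primary endothelial cells; signal is the percent of cells scored E-selectin positive by PE staining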
# Target sequence (P16581 whole entry, looked up): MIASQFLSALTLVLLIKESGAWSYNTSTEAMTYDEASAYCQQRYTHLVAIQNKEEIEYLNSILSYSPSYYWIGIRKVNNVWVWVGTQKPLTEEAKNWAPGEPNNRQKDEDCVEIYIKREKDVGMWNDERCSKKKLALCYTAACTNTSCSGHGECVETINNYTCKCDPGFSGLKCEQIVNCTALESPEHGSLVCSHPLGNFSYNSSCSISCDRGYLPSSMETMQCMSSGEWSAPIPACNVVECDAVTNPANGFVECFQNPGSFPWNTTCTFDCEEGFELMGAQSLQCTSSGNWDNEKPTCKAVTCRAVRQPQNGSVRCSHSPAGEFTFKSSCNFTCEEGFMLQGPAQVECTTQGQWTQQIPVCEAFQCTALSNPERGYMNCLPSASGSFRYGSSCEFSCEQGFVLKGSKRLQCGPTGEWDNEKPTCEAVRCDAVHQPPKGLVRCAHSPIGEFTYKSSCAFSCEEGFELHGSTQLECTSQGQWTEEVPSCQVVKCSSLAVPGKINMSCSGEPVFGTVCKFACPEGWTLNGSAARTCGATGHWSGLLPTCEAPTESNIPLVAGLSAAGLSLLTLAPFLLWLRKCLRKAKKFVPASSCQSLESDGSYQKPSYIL
#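 Test system: HUVEC | Signal: Immunofluorescence imaging | Read-out: Percent E-selectin-positive cells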
# RAD54 branch: RAD54 (human) branch migration inhibition | Q92698 | RAD54 Holliday junction branch migration, FAM/BHQ fluorescence | inhibition, % at 10.4 µM | 360,000 compounds, 0.14% hits | AID 602329;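 active = mean normalized replicate activity at least 40 and at least half of replicates scoring 40 or more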;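 also: 0% = median of neutral control wells and 100% = median of positive control wells; inhibitors cause a drop in the FAM fluorescence signal; in these data hits start at about 50%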
# miR122 inh: inhibitors of miR-122 in Huh7 cells | Huh7 miR-122 Renilla luciferase sensor, 48 h; neutral wells = 0, positive control = 100 | activation (reporter increase), % at 12.5 µM | 340,000 compounds, 0.3% hits | AID 602342;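 active = mean replicate activation score at least 90 and every replicate individually at or above 90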;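 also: higher luciferase means less miR-122 activity so hits act as miR-122 inhibitors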
# PglD DTNB: PglD (C. jejuni) enzyme inhibition. purified PglD enzyme, DTNB colorimetric CoA detection. inhibition, % at 12.5 µM. 360,000 compounds, 0.098% hits. AID 602405; in the data active = inhibition above about 16%, passing the limit was not always enough; also: strong numbers were not always called active
# RAD52 anneal inh: RAD52 (human) annealing inhibition. P43351. recombinant RAD52 DNA annealing, FRET fluorescence. inhibition, % at 18.7 µM. 360,000 compounds, 0.46% hits. AID 651710;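 active = every replicate showing at least 50% inhibition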
# Target sequence (P43351 whole entry, looked up): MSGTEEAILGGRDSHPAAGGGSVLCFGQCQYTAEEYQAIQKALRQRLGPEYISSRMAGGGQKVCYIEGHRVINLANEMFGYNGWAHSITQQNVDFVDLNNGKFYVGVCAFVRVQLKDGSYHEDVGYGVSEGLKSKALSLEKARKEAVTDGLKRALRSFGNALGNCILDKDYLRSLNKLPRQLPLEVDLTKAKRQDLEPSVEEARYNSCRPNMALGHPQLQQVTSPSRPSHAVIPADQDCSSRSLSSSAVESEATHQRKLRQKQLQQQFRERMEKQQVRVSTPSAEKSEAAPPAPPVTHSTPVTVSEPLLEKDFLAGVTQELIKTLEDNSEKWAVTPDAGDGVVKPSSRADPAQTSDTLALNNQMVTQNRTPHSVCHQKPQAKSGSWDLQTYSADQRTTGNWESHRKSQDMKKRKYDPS
# Cneo AK release: causes C. neoformans cell lysis; lysis activity, % at 15 µM; AID 651654; adenylate kinase release luminescence, 4 h; normalised: neutral wells 0, clomiphene wells 100; 360,000 compounds, 0.2% hits;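 active = mean lysis activity across replicates of at least 80%, whatever share of replicates individually reach that level; inactive = mean lysis activity below 80%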
#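 Material: C. neoformans cells; Schedule: 4 h static compound exposure, 37 °C, read 1 h post-reagent; Measured by: adenylate kinase release luminescence; Read-out: signal increase indicating cell lysis; Controls: Clomiphene as positive lysis control.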
# PGC1a acetyl inh: PGC1a acetylation modulation, inhibitor mode; 350,000 compounds, 0.17% hits; U2OS PGC1a acetylation, AlphaScreen anti-acetyl-lysine; with virally co-expressed GCN5 acetyltransferase; inhibition, % at 15.6 µM;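 active = every replicate shows inhibition of at least 40%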;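 also: 0% = neutral control wells and 100% = positive control wells; some results beyond the cut were filed as inactive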
# ERAP1 inh: blocks human ERAP1 aminopeptidase activity | AID 652197 | recombinant ERAP1, Leu-AMC fluorescence, 60 min | inhibition, % at 10.7 µM | 340,000 compounds, 0.15% hits | Q9NZ08;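 active = mean replicate inhibition of at least 30%, or all replicates individually reaching that 30% level; inactive = mean below 30% and not every replicate reaching it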;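 also: 0% = neutral control wells and 100% = L-leucinethiol positive control wells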
# Active calls of the source: *; . = not tested or not shown; [ ] = another dose, or the depositor's remark.
# Below each compound: ERAP1 inh	E-selectin induc	Cneo AK release	PGC1a acetyl inh	PglD DTNB	miR122 inh	RAD52 anneal inh	RAD54 branch
CSc1ccc(S(=O)(=O)N2CCC(C(=O)NC3CC3)CC2)cc1
    0	0.1	.	-4	.	-4	-6	.
C/C=C/c1ccc2c(c1)O[C@H](CN(C)C(=O)Nc1cc(F)ccc1F)[C@H](C)CN([C@@H](C)CO)S2(=O)=O
    3	0.2	-1	-18	1	20[16.7 µM]	-10	6
CCN(CC)CCN(CC(=O)N(C1CCCCC1)C1CCCCC1)C(=O)c1ccco1
    0	.	.	-5	.	9	-13	.
CC(Sc1nc2c([nH]c3ccccc32)c(=O)n1C)c1ccccc1 (configuration not stated)
    -2	0.4	-6	-6	-1	5	-2	0
CCOc1ccc(NC(=O)Cn2cncc2-c2ccc([N+](=O)[O-])cc2)cc1
    -1	.	6	4	2	1	-6	-1
CCOc1cc(NS(=O)(=O)CC)c(OCC)cc1NC(=O)c1ccco1
    .	.	1	.	-7	-12	.	0
C/C(=N\Nc1cc(C)nc(-c2ccccc2O)n1)c1ccccc1O
    0	2.4	-4	-10	-2	8	-14	-2
O=C(NC1(C(F)(F)F)C(=O)Nc2c1c(=O)[nH]c(=O)n2-c1ccc(F)cc1)c1cccnc1 (configuration not stated)
    .	.	0	.	-1	-5	.	-17
COc1ccc(NC(=O)c2cc3ccccc3cc2O)cc1
    2	.	-19	-1	5	.	-11	-3
CC1CCCC(C)N1C(=O)Cn1cc(C#N)c2ccccc21 (configuration not stated)
    3	.	.	-4	.	-6	-24	.
CC=Cc1ccc2n(c1=O)C[C@H]1[C@H](CO)[C@@H](C(=O)NCc3ccc(F)cc3)[C@@H]2N1CC (mixture of isomers)
    0	-0.4	-5	.	4	1[16.7 µM]	6	-28
Cc1cc(C)n2c(=S)[nH]nc2n1
    .	.	-3	3	0	-6	.	4
O=C(Nc1ccc(Cl)cc1C(=O)Nc1ccncc1)c1ccco1
    .	.	-1	-16	-5	-2	.	15
Cc1c(OCC(=O)NCCN2CCOCC2)ccc2c1oc(=O)c1ccccc12
    0	.	1	.	-3	4	-8	22
C[C@H](O)C#Cc1ccc([C@H]2[C@H]3CN(C(=O)c4ccc5c(c4)OCO5)CCCCN3[C@H]2CO)cc1
    .	-0.3	0	-1	1	22[16.7 µM]	.	6
CCN(CC(=O)NCc1ccc(F)cc1)C(=O)COc1ccc2ccccc2c1
    .	.	2	-10	-2	-1	.	-18
COCCn1ccc(O)c(Cc2ccc(Cl)cc2)c1=O
    .	.	-4	4	1	-6	.	0
CC(=O)OC1C(OC(C)=O)N(C(C)=O)C(=O)N1C(C)=O (configuration not stated)
    .	.	0	-14	-2	-5	.	1
COc1cccc(-c2ccc3c(c2)N(Cc2ccccc2OC)C(=O)C(C)S3)c1 (configuration not stated)
    -1	-0.1	-2	-5	0	1	-8	-4
CCC(=O)N1C[C@@H](O)COC[C@H]2O[C@H](CC(=O)NCc3ccccc3Cl)CC[C@@H]21
    0	-0.1	72	-1	-3	1[16.7 µM]	2	-3
COc1cccc(NC(=O)c2nnn(CC(=O)Nc3cc(C)cc(C)c3)c2N)c1
    0	.	-1	-11	-1	-3	-5	-1
CNC(=O)C[C@@H]1CC[C@@H]2[C@H](COc3ccc(NC(=O)Nc4c(C)noc4C)cc3C(=O)N2C)O1
    .	-0.1	-7	1	-1	54[16.7 µM]	.	1
O=C(OCC(=O)N(CCc1ccccc1)Cc1ccccc1)c1ccccc1[N+](=O)[O-]
    -3	0.0	-7	.	-1	.	1	8
CCS(=O)(=O)NCC[C@H]1CC[C@H](NC(=O)C2CCC2)[C@H](CO)O1
    3	-0.4	-2	14	-3	.	-16	3
O=C(C1CCN(C2CCN(Cc3cccc4c3OCO4)CC2)CC1)N1CCOCC1
    -4	4.9	-1	4	-1	-3	-29	-2
COc1ccc(NC(=O)Nc2cccc3c2O[C@@H](CN(C)C(=O)Nc2ccccc2)[C@@H](C)CN([C@H](C)CO)C3=O)cc1
    0	-0.3	.	5	.	.	4	.
COc1cc(-c2n[nH]c(=O)o2)cc(OC)c1OC
    .	.	2	-3	-2	-5	.	6
Cc1noc(C)c1NC(=O)Nc1ccc2c(c1)C(=O)N(C)[C@H]1CC[C@H](CC(=O)N[C@H]3CCN(Cc4ccccc4)C3)O[C@H]1CO2
    -3	0.1	86*	9	2	0[16.7 µM]	16	6
CCOC(=O)C1(Cc2ccccc2C)CCCN(C(=O)c2sccc2C)C1 (configuration not stated)
    0	0.0	-1	0	-3	-2	-14	-16
COc1cc(CNc2ncc(-c3ccc(Br)cc3)n2C)cc(OC)c1O
    -3	.	0	2	-6	7	-6	10
COC(=O)C(CO)NC(=O)C1CCCN1C(=O)CNC(=O)OCc1ccccc1 (configuration not stated)
    -1	-0.1	1	1	4	-2	3	-7
Cc1ccc(CNS(=O)(=O)c2ccc3c(c2)CCN3C(=O)C2CCC2)cc1
    0	-0.3	0	-1	8	-1	-9	-1
C[C@H](CO)N1C[C@H](C)[C@H](CN(C)C(=O)Nc2ccc(F)cc2)Oc2ccc(NS(=O)(=O)c3ccccc3)cc2C1=O
    2	-0.1	5	8	5	-3[16.7 µM]	17	6
CCCOc1ccc(C(=O)O/N=C(\CC)c2ccc(C)cc2)cc1
    .	0.0	-1	-5	-1	2	.	-4
CN(Cc1ccccc1)c1ncnc2[nH]ncc12
    -1	-0.1	0	15	3	4	-19	-2
COc1cccc(CN2CCC2(C)C(=O)NCc2cccc(C(F)(F)F)c2)c1OC (configuration not stated)
    1	0.0	1	-5	-2	-8	-7	1
C[C@H](CO)N1C[C@H](C)[C@@H](CN(C)S(=O)(=O)c2ccc(Cl)cc2)OCCCC[C@H](C)Oc2ccc(NC(=O)Nc3ccc4c(c3)OCO4)cc2C1=O
    -3	0.0	-11	-4	-4	-6[16.7 µM]	-2	12
CC(=O)COc1ccc2c3c(c(=O)oc2c1C)CCCCC3
    .	.	1	-4	2	1	.	1
CCCNC(=O)C[C@H]1CC[C@H]2[C@H](COc3ccc(NC(=O)c4cccc(F)c4)cc3C(=O)N2C)O1
    -2	-0.1	-2	-10	2	16[16.7 µM]	-12	9
CCCCC(NC(C)=O)c1nc2ccccc2n1CCCC (configuration not stated)
    .	.	-1	1	-4	-2	.	3

# Copied from above, nine compounds:
# Below each compound: ERAP1 inh	E-selectin induc	Cneo AK release	PGC1a acetyl inh	PglD DTNB	miR122 inh	RAD52 anneal inh	RAD54 branch
COc1cccc(NC(=O)c2nnn(CC(=O)Nc3cc(C)cc(C)c3)c2N)c1
    0	.	-1	-11	-1	-3	-5	-1
CNC(=O)C[C@@H]1CC[C@@H]2[C@H](COc3ccc(NC(=O)Nc4c(C)noc4C)cc3C(=O)N2C)O1
    .	-0.1	-7	1	-1	54[16.7 µM]	.	1
O=C(OCC(=O)N(CCc1ccccc1)Cc1ccccc1)c1ccccc1[N+](=O)[O-]
    -3	0.0	-7	.	-1	.	1	8
CCS(=O)(=O)NCC[C@H]1CC[C@H](NC(=O)C2CCC2)[C@H](CO)O1
    3	-0.4	-2	14	-3	.	-16	3
O=C(C1CCN(C2CCN(Cc3cccc4c3OCO4)CC2)CC1)N1CCOCC1
    -4	4.9	-1	4	-1	-3	-29	-2
COc1ccc(NC(=O)Nc2cccc3c2O[C@@H](CN(C)C(=O)Nc2ccccc2)[C@@H](C)CN([C@H](C)CO)C3=O)cc1
    0	-0.3	.	5	.	.	4	.
COc1cc(-c2n[nH]c(=O)o2)cc(OC)c1OC
    .	.	2	-3	-2	-5	.	6
Cc1noc(C)c1NC(=O)Nc1ccc2c(c1)C(=O)N(C)[C@H]1CC[C@H](CC(=O)N[C@H]3CCN(Cc4ccccc4)C3)O[C@H]1CO2
    -3	0.1	86*	9	2	0[16.7 µM]	16	6
CCOC(=O)C1(Cc2ccccc2C)CCCN(C(=O)c2sccc2C)C1 (configuration not stated)
    0	0.0	-1	0	-3	-2	-14	-16

# The listing continues:
# Below each compound: ERAP1 inh	E-selectin induc	Cneo AK release	PGC1a acetyl inh	PglD DTNB	miR122 inh	RAD52 anneal inh	RAD54 branch
CS(=O)(=O)N1CCN(c2ccc([N+](=O)[O-])c3cccnc23)CC1
    2	0.0	.	11	.	.	-12	.
O=C(Nc1ccc(Cl)cc1F)c1cccc2ccccc12
    -3	0.1	0	7	1	9	-23	-2
C[C@@H]1CCCCO[C@H](CN(C)Cc2ccncc2)[C@H](C)CN([C@@H](C)CO)C(=O)c2cc(NC(=O)c3ccncc3)ccc2O1
    1	-0.2	-1	4	-1	-3[16.7 µM]	-6	5
CCOc1ccc(S(=O)(=O)/N=C(/Nc2ccc(OC)cc2)c2ccccc2)cc1
    3	-0.6	1	.	2	.	-1	-4
C=CCc1cccc(/C=N/n2cnnc2)c1O
    .	.	-1	0	-1	4	.	-8
NCC[C@H]1CC[C@H](NC(=O)Cc2ccncc2)[C@@H](CO)O1
    -2	-0.2	2	2	1	.	-6	0
CC1CCN(Cc2nnnn2CCCC(=O)NCC(C)(C)N2CCOCC2)CC1
    -5	.	0	-6	-1	5	-2	8
O=C1Oc2ccccc2C(=O)/C1=C\N1CCN(c2ccccc2)CC1
    4	1.0	.	-2	.	-7	-23	.
Cc1noc(C)c1COc1ccc(C(=O)Nc2ccccn2)cc1
    0	0.5	-3	.	2	.	-5	-4
CC(=O)NNC(=O)c1[nH]c2ccc(Br)cc2c1-c1ccccc1
    1	1.4	0	.	4	.	12	6
O=C(CSc1nc(-c2ccc(F)cc2)nc2c1Cc1ccccc1O2)Nc1cccc(C(=O)O)c1
    0	7.3	.	1	.	.	-30	.
O=C(Nn1cnnc1)c1cc(Br)ccc1Cl
    3	.	4	2	2	3	-1	-8
C[C@@H]1CCCCO[C@@H](CN(C)Cc2ccc(C(F)(F)F)cc2)[C@H](C)CN([C@@H](C)CO)C(=O)c2cc(NC(=O)C3CCCCC3)ccc2O1
    .	-0.2	0	-4	-3	-7[16.7 µM]	.	-1
COc1ccc(C(=O)C2CCCN(Cc3ccc(NC(C)=O)cc3)C2)cc1OC (configuration not stated)
    -1	0.1	-1	-6	5	-3	-15	-1
Cn1nc(-c2ccc(Cl)cc2)c2cc(C(=O)N3CCN(c4ccccn4)CC3)sc21
    .	.	-1	-10	5	8	.	-1
COC(=O)/C=C/c1ccccc1S(=O)(=O)N(Cc1ccccc1)Cc1ccco1
    .	-0.1	3	.	1	64	.	-18
C[C@H]1CCCCO[C@H](CN(C)C(=O)NC2CCCCC2)[C@@H](C)CN([C@@H](C)CO)C(=O)c2cc(NC(=O)Nc3ccc(C(F)(F)F)cc3)ccc2O1
    -4	0.8	-1	3	-1	-6[16.7 µM]	10	4
CC1CCN(C(NC(=O)c2ccco2)C(=O)c2ccccc2)CC1 (configuration not stated)
    .	.	3	-7	3	3	.	22
CCN1CCCC1CNC(=O)CSc1cc(=O)n(CC)c2ccccc12 (configuration not stated)
    .	.	1	1	3	.	.	-1
CC/C(=N/NC(=O)c1ccccc1O)c1c(C)[nH]n(-c2ccccc2)c1=O
    .	0.9	3	-2	4	-3	-5	-3
O=S(=O)(Nc1ccc(Br)cn1)c1cccs1
    -2	2.5	2	9	3	2	-19	7
O=C(Nc1ccccc1C(=O)Nc1ccncc1)c1ccc([N+](=O)[O-])cc1
    -1	.	0	.	-6	0	-1	13

# Source: PubChem BioAssay
